Source: PubChem BioAssay (National Center for Advancing Translational Sciences (NCATS))
TCR activator: activates T cell receptor signaling. primary human leukocytes, anti-CD3, IL-2 HTRF, 48 h. Potency, µM (doses to about 9.22 µM), for the others: at the top dose activation of IL-2 secretion, actives largely listed as activators. 330,000 tested, under 10 active; note: % of control where 0% means no effect
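TCR engagement came from a-CD3 beads alone, with compounds added to primary human leukocytes for 48 hr. Secreted IL-2 bridged europium cryptate- and d2-labelled anti-IL-2 antibodies, giving FRET emission at 665nm after 320nm excitation.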
TRPV1 ag: activates the human vanilloid receptor TRPV1. AID 540275. Q8NER1. activation, % at 8.33 µM. 320,000 compounds, 0.19% hits. TRPV1-expressing cells, Fluo-8 calcium influx, agonist mode; in the data active = activation above about 80%; inconclusive = between about 30% and that limit; note: 0% is about no effect
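Fluo-8 calcium influx in TRPV1-expressing cells, kinetic read (ex 480/em 520 nm). Compound added and read 3 min for agonist activity, followed by capsaicin at EC20 final and 2 min further read for enhancement.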
Integrin act MD: activators of alpha7 integrin expression for muscular dystrophy; Potency, µM (doses to about 38.3 µM), without a hit: top-dose activation, most hits filed as activators; alpha7betagal myoblasts, beta-gal FDG fluorescence, 48 h; AID 624291; 350,000 compounds, 0.064% hits;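 note: potency is the fitted concentration of half-maximal effect; 100% = response of the positive control SU9516; nearly all actives have a fitted effect of over 60% in size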
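Alpha7betagal+/- myoblasts (passage 13) were plated 16-24 hr, then exposed to compounds (1:260 dilution of DMSO stock) for 48 hours at 37C. After MPER lysis, β-galactosidase reporter activity was read as FDG fluorescence (ex 480/em 540) after 30 minutes.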
BRCA1 expr up: increases BRCA1 expression; MCF7-BRCA1-FFLuc reporter, luminescence, 48 h; response scale: scaled: vehicle 0%, 10 µM genistein 100%; Potency, µM (series often up to 46.1 µM), inactives show at the top dose activation, most hits filed as activators; 380,000 compounds, 1.1% hits; AID 624202; note: potency is the fitted concentration of half-maximal effect; nearly all actives have a fitted effect of over 80% in size; some results filed as inactive show a strong effect at the top dose
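First, MCF7-BRCA1-FFLuc cells (2000/well) attach for 2 h; next, compounds are pin-added and incubated 48 h at 37 °C; finally, luciferase reagent is added and luminescence read after 15 min.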
p53 reactivator: re-activators of mutant p53. H1299 p53-A138V BP100-luciferase reporter, luminescence, 24 h. Potency, µM (titrated, usually from 92.2 µM), for inactives: at the highest dose activity change, positive = activation, usual class: activators. 320,000 compounds, 0.063% hits; note: potency is the fitted concentration of half-maximal effect; % of control where 0% means no effect; nearly all actives have a fitted effect of over 45% in size
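p53-null H1299 cells stably carrying temperature-sensitive p53-A138V and a BP100-luciferase reporter were pinned with compounds (4-point, 1:5 series) and held 24 hrs at 37 deg C. Luminescence was read 10 min after detection reagent.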
B2AR arrestin: recruits beta-arrestin to the human beta2-adrenergic receptor; 330,000 compounds, 0.02% hits; beta-arrestin recruitment to beta2AR, cell-based reporter; Potency, µM (titrated, usually from 46.1 µM), inactives show at the top dose activation, actives largely listed as activators; P07550;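 note: potency is the fitted concentration of half-maximal effect; 0% = DMSO controls and full agonism = EC100 isoproterenol or metaproterenol; nearly all actives have a fitted effect of over 65% in size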
CXXC DNA block: MLL CXXC-DNA interaction inhibition; Q03164; AID 2662; 290,000 compounds, 0.037% hits; Potency, µM (highest dose often 115 µM), inactives show top-dose activity change, negative = inhibition, most hits filed as inhibitors; MLL-CXXC / FITC-HOXA9 DNA fluorescence polarization; active = well fitted inhibition curve with a large enough effect in the polarisation, with a control signal flat, not every such curve was filed as active; inconclusive = small, poorly fitted or top-dose-only effect, or effect the other way, or a change in a side signal; inactive = no such curve, though single readings can be large or run the other way; the % refers to the polarisation; note: potency is the fitted concentration of half-maximal effect
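Steps: dispense CXXC domain solution (7 uM) → pin compounds or unlabeled HOX-A9 DNA control → 5 min ambient → add FLSN-HOX-A9 solution (50 nM) → spin → 30 min ambient → fluorescence polarization. Tris pH 7.5/NaCl/DTT/BSA buffer.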
AT treatment: potential ataxia-telangiectasia treatments restoring KAP-1 phosphorylation; AID 485349; Potency, µM (highest dose often 57.5 µM), for the others: at the highest dose activation, hits mostly activators; […] A-T fibroblasts, KAP-1 phosphorylation AlphaLISA; neocarzinostatin DNA damage 30 min before lysis; 320,000 compounds, 0.19% hits; note: potency is the fitted concentration of half-maximal effect; % of control where 0% means no effect; nearly all actives have a fitted effect of over 45% in size
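ATM-like activity read as KAP-1 phosphorylation via AlphaLISA donor/acceptor antibody pairs after lysis and 6 hr at 25C. Cells were ATM-null patient fibroblasts ([…], hTERT), dosed 60 min, then exposed to the DSB inducer NCS for 30 min.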
ELG1 DNA repair: inhibitors of ELG1-dependent DNA repair in HEK293T cells; Potency, µM (series often up to 46.1 µM), for the others: top-dose activity change, negative = inhibition, hits mostly inhibitors; AID 504467; HEK293T ELG1-luciferase reporter, luminescence, 16 h; DNA damage induced by 5-fluorouridine; 330,000 compounds, 2.3% hits; note: potency is the fitted concentration of half-maximal effect; % is set by controls: 0 for no effect and ±100 for the full control effect; nearly all actives have a fitted effect of over 55% in size
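Reporter activity after DNA damage by 5-fluorouridine is monitored. Compound-treated cells incubate 16 hr at 37 °C, then ONE-Glo is added for 30 min before luminescence reading.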
TSG101-PTAP inh: blocks PTAP/TSG101 interaction to inhibit HIV-1 budding | Q99816 | Fluorescence polarization, FITC-PTAP peptide / Tsg101 binding | Potency, µM (titrated, usually from 115 µM), for inactives: at the top dose activity change, negative = inhibition, most hits filed as inhibitors | 340,000 tested, under 10 active | AID 493005; active = well fitted inhibition curve with a large enough effect in the main read-out, with a control signal flat, not every such curve was filed as active; inconclusive = small, poorly fitted or top-dose-only effect, or effect the other way, or a change in a side signal; inactive = no such curve, though single readings can be large or run the other way; note: potency is the fitted concentration of half-maximal effect; % of control where 0% means no effect
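FP read-out: FITC-PTAP peptide, 50 nM final, binding Tsg101 binding domain, 10 uM final; 20 min, r.t.; 10 mM HEPES pH 7.5, 0.15 M NaCl, 0.01% Tween 20, 3 mM EDTA, 0.1 mM TCEP.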
* hit, by the source's call; ? = inconclusive; · = not tested or not shown; [ ] = another dose, or the depositor's remark. Unless noted, calls come from the whole dose curve; as a rule, active = well fitted curve in the direction sought with a large enough effect; inconclusive = small, poorly fitted or top-dose-only effect, or another doubt; inactive = no such curve, though single readings can be large; an effect the other way counts as inactive or inconclusive.

#	Compound	TCR activator	TRPV1 ag	Integrin act MD	BRCA1 expr up	p53 reactivator	B2AR arrestin	CXXC DNA block	AT treatment	ELG1 DNA repair	TSG101-PTAP inh
1	COCCn1c(N)c(N(Cc2ccccc2)C(=O)COc2ccc(F)cc2Cl)c(=O)[nH]c1=O	-5%	1	0%	-3%	0%	0.3%	·	18%	15%	1%
2	CCc1cccc(C)c1NC(=O)N(C)C1CCCCC1	-2%	0	8%	-19%	?	3.3%	0%	1%	?	-1%
3	CCOC(=O)c1sc(NCC2CCCO2)nc1C (stereo not given)	3%	-1	14%	46%	15%	-0.1%	-4%	2%	?	-2%
4	COc1ccc(NC(=O)COC(=O)COc2cccc3c2OC(C)(C)C3)cc1	1%	4	4%	16%	-1%	0.9%	·	-2%	4%	0%
5	C/C(=N/NS(=O)(=O)c1cc(C)ccc1C)c1ccc2c(c1)OCO2	6%	1	8%	2%	-9%	0.4%	0%	-4%	15%	-3%
6	Cc1cc(Cl)c(S(=O)(=O)NC(C)C)cc1OCC(N)=O	0%[46.1 µM]	-1	-15%	2%	-8%	0.4%	-3%	7%	0%	-1%
7	CCc1noc(C)c1C(=O)Nc1nc(-c2ccccc2)c(C(C)=O)s1	2%	3	9%	-18%	21%	-0.1%	·	-5%	?	-7%
8	S=c1[nH]c2cc(Br)cnc2[nH]1	8%	-5	6%	-6%	2%	0.0%	24%	-6%	-9%	-4%
9	N#C/C(=N\Nc1ccc(Cl)cc1)C(=N)N1CCCCC1	3%	·	24%	?	7%	-0.7%	9%	0%	?	-2%
10	Cn1cnnc1Sc1ccc(C(=O)OCC(=O)Nc2cc(Cl)cc(Cl)c2)cc1[N+](=O)[O-]	-10%[46.1 µM]	2	-14%	23%	1%	-0.9%	-4%	-3%	6%	-2%
11	Cc1cccc(N2C(=O)c3cccc4cccc(c34)C2=O)c1	-3%	-6	14%	-5%	·	-0.4%	5%	13%	15%	4%
12	CC(=O)Nc1ccc(S(=O)(=O)NCC(=O)OCC(=O)c2ccc[nH]2)cc1	-5%	·	-2%	3%	2%	-0.4%	·	-7%	10%	-4%
13	CC(NS(=O)(=O)c1ccc(OCC(=O)NCc2cccnc2)cc1)c1ccccc1 (stereo not given)	-6%	0	-18%	-9%	1%	-0.2%	-4%	5%	0%	2%
14	COc1ccc(C2=NN(C(C)=O)C(c3cccs3)C2)cc1OC (stereo not given)	0%	0	-19%	32%	7%	-1.0%	4%	20%	8%	-2%
15	CC(C)=CCC/C(C)=C/CNC(=O)C[C@H]1C[C@H](C(=O)N2CCOCC2)[C@@]2(CCC3CCCC3)c3[nH]c4cc(CCC(=O)N(C)C)ccc4c3CCN2C1=O	-6%[46.1 µM]	·	-31%	-72%	8%	-0.9%	·	11%	23µM*	-5%
16	CCN(CC)S(=O)(=O)c1ccc(N2CCOCC2)c(NC(=O)c2[nH]c(C)c(C(C)=O)c2C)c1	·	·	18%	-85%	-4%	1.7%	·	-3%	?	-2%
17	Cc1c(NC(=O)CN2C(=O)c3cccc4cccc2c34)c(=O)n(-c2ccccc2)n1C	2%	22	-5%	-29%	-7%	0.0%	-10%	3%	?	-15%
18	CC1(C)Oc2ccc(C(=O)NC3CCCC3)cc2N(CC(=O)NC2CCCCC2)C1=O	1%	-3	-11%	-31%	-5%	0.2%	5%	0%	?	1%
19	CC(C)(C)c1ccc2c(c1)OCC(C(=O)O)O2 (stereo not given)	1%	·	21%	1%	-7%	-0.4%	9%	8%	21%	-5%
20	Cn1cnc(S(=O)(=O)N2CCN(c3cccc(C(F)(F)F)c3)CC2)c1	0%	0	-16%	4%	-3%	-0.4%	12%	-3%	3%	-1%
21	Cc1cc(C)nc(N(C#N)CC(=O)c2ccccc2)n1	-3%	0	-2%	-59%	17%	2.8%	6%	·	-2%	-10%
22	CCN1C[C@@H]2[C@@H]3C(=O)N(Cc4ccccc4)C(=O)[C@@H]3[C@](CC)(C(=O)OC)N2C1=NCc1ccccc1	3%	·	2%	3%	·	·	·	·	·	-2%
23	CN(CCC1CCCCO1)C(=O)CCc1nnc(Cc2c[nH]c3ccccc23)o1 (stereo not given)	-5%	1	-26%	-6%	6%	2.4%	4%	5%	6%	3%
24	Cc1c(NC(=O)CSc2nnc(-c3ccco3)n2-c2ccccc2)c(=O)n(-c2ccccc2)n1C	7%	-1	3%	7%	-5%	0.1%	5%	-19%	5%	2%
25	CCN(CC)CC(O)Cn1c(C)c(-c2ccccc2)c2cc([N+](=O)[O-])ccc21 (stereo not given)	-8%	-3	-35%[inhibitor]	-61%	-4%	0.0%	3%	-25%	-3%	-3%

The list goes on, overlapping the part above by two compounds.
#	Compound	TCR activator	TRPV1 ag	Integrin act MD	BRCA1 expr up	p53 reactivator	B2AR arrestin	CXXC DNA block	AT treatment	ELG1 DNA repair	TSG101-PTAP inh
24	Cc1c(NC(=O)CSc2nnc(-c3ccco3)n2-c2ccccc2)c(=O)n(-c2ccccc2)n1C	7%	-1	3%	7%	-5%	0.1%	5%	-19%	5%	2%
25	CCN(CC)CC(O)Cn1c(C)c(-c2ccccc2)c2cc([N+](=O)[O-])ccc21 (stereo not given)	-8%	-3	-35%[inhibitor]	-61%	-4%	0.0%	3%	-25%	-3%	-3%
26	O=C1C(Nc2ccccc2)=C(NS(=O)(=O)c2ccccc2)C(=O)c2ccccc21	-8%[46.1 µM]	0	?	-72%	-6%	-3.7%	-4%	5%	3%	1%
27	O=c1cc(CN2CCc3ccccc32)nc2sccn12	-5%	5	-5%	-50%	-2%	-1.0%	5%	-5%	6%	-5%
28	O=S(=O)(NCCN1CCCC1)c1ccc(Br)cc1	-1%	0	-4%	-2%	·	-0.1%	4%	1%	-3%	-6%
29	CCOC(=O)C1(Cc2ccccc2)CCCN(C(=O)c2cn[nH]c2)C1 (stereo not given)	-6%	0	8%	0%	1%	0.2%	-2%	3%	3%	-2%
30	CCN(CC(=O)Nc1ccc2c(c1)OCCO2)C(=O)c1ccc(S(=O)(=O)N(C)C)cc1	-3%	-14	21%	0%	-5%	0.1%	·	7%	2%	-1%
31	CC(C)=CCC/C(C)=C/CNC(=O)CC1C[C@H](C(=O)N2CCCCC2)[C@@]2(C)c3[nH]c4ccccc4c3CCN2C1=O (stereo not given in full)	5%	·	-15%	7%	-10%	-0.2%	·	15%	6%	-1%
32	COc1cc2ccccc2cc1C(=O)N1CCOCC1	7%	-1	11%	10%	9%	-0.2%	·	1%	?	-1%
33	Cc1ccc(OCCCCN2CCCC(C)C2)c([N+](=O)[O-])c1 (stereo not given)	-9%	1	0%	5%	-8%	0.6%	0%	-2%	0%	-3%
34	Cc1ccc(S(=O)(=O)Nc2c(C(=O)O)[nH]c3ccccc23)cc1C	4%	1	-16%	-34%	13%	-0.7%	5%	4%	4%	-4%
35	O=C(O)c1cc(NS(=O)(=O)c2ccc3ccccc3c2)ccc1O	-7%	-5	?	-18%	1%	0.0%	0%	-7%	-4%	-4%
36	O=C(Cn1nc2n(c1=O)-c1ccccc1SC2)N/N=C/c1cccs1	1%	5	-9%	-10%	-5%	-0.1%	-6%	-2%	-4%	-5%
37	Cc1cc(S(=O)(=O)N(Cc2cccs2)Cc2ccccc2F)ccc1-n1cnnn1	13%[46.1 µM]	?	18%	-37%	-2%	-0.5%	0%	12%	-11%	1%
38	CC(C(=O)NCC(=O)Nc1ccc(F)c(F)c1F)N1CCN(Cc2ccc(C#N)cc2)CC1 (stereo not given)	-1%	0	41%	-3%	3%	-0.3%	·	1%	-19%	-1%
39	COC(=O)c1sccc1NC(=O)CSc1ccccc1N	4%	1	14%	-14%	-3%	-0.2%	8%	0%	-7%	0%

Some entries already given, reduced to BRCA1 expr up, CXXC DNA block and Integrin act MD.
nr	compound	BRCA1 expr up	CXXC DNA block	Integrin act MD
29	CCOC(=O)C1(Cc2ccccc2)CCCN(C(=O)c2cn[nH]c2)C1 (stereo not given)	0%	-2%	8%
30	CCN(CC(=O)Nc1ccc2c(c1)OCCO2)C(=O)c1ccc(S(=O)(=O)N(C)C)cc1	0%	·	21%
31	CC(C)=CCC/C(C)=C/CNC(=O)CC1C[C@H](C(=O)N2CCCCC2)[C@@]2(C)c3[nH]c4ccccc4c3CCN2C1=O (stereo not given in full)	7%	·	-15%
32	COc1cc2ccccc2cc1C(=O)N1CCOCC1	10%	·	11%
